Screens as filed in PubChem BioAssay.
Pol iota inh = inhibitors of human DNA polymerase iota | Q9UNA4 | Pol iota fluorescent replication assay, 10 min | Potency, µM (highest dose often 115 µM), for inactives: at the top dose activity, negative = inhibition, actives largely listed as inhibitors | 390,000 compounds, 1% hits
Target sequence (Q9UNA4 whole entry, looked up): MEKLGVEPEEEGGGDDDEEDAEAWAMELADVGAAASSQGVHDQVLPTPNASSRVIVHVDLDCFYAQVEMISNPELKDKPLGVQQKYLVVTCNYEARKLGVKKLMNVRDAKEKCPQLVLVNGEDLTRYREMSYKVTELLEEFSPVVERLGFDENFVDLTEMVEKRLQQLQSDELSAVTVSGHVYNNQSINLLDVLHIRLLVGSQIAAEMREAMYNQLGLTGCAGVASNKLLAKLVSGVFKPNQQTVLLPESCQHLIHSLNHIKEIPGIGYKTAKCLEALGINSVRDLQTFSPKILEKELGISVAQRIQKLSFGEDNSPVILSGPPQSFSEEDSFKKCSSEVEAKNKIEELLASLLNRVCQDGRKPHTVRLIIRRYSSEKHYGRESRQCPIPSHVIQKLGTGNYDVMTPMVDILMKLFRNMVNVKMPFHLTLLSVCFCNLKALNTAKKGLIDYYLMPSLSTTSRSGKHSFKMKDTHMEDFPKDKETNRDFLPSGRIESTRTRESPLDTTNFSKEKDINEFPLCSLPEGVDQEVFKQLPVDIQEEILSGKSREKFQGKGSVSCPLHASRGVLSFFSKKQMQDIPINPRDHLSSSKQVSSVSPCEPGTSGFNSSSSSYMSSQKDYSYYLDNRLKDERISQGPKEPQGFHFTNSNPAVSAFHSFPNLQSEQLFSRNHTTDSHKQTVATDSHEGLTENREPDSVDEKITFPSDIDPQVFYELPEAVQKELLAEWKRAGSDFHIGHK
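Pol iota at 10 nM preincubated 15 min with compounds at room temperature; reaction started with fluorescent substrate, 50 nM final. Fluorescence read kinetically at 0 and 10 min; buffer-only wells as negative control.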
JMJD2A Tudor = inhibitors of human JMJD2A Tudor domain; O75164; AlphaScreen JMJD2A-Tudor / H3K4me3 peptide binding; Potency, µM (highest dose often 114 µM), for inactives: at the highest dose activity change, negative = inhibition, usual class: inhibitors; 390,000 compounds, 4.4% hits; AID 504339; further: on the % scale 0 is the no-effect control and ±100 the full control effect; nearly all actives have a fitted effect of over 50% in size
HP1b chromo inh = HP1-beta chromodomain-methylated histone interaction inhibition. AlphaScreen HP1-beta / biotin-H3K9me3 peptide binding. P83916. Potency, µM (highest dose often 114 µM), for inactives: at the top dose activity change, negative = inhibition, hits mostly inhibitors. 390,000 compounds, 0.56% hits. AID 540317; further: nearly all actives have a fitted effect of over 70% in size; inactives centre near 23
Target sequence (P83916 whole entry, looked up): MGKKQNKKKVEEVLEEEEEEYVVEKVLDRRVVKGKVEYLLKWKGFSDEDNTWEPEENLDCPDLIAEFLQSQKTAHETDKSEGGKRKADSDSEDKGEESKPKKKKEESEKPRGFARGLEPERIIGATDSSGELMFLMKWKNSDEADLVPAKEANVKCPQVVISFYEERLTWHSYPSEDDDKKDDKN
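AlphaScreen: HP1-beta (50 nM) preformed 30 min with biotin-H3(1-18)K9me3 peptide (50 nM) in PBS pH 7.4, 0.01% Tween-20. Compound added for 30 min at RT, then streptavidin donor/nickel chelate acceptor beads (10 ug/mL) for 30 min.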
GLS inhibitor = glutaminase GLS (human) inhibition; O94925; GLS enzymatic activity, qHTS titration; Potency, µM (highest dose often 45.5 µM), for the others: at the highest dose activity change, negative = inhibition, actives largely listed as inhibitors; 410,000 compounds, 0.21% hits; further: on the % scale 0 is the no-effect control and ±100 the full control effect
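Coupled fluorescence readout: glutamate oxidase/HRP/Amplex Red detect glutamate formed by hKGA from L-glutamine (1 mM solution added). Buffer 45 mM KH2PO4 pH 8.2, 0.02% Tween-20; reads at t0 and 30 min RT.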
Pin1 inh = inhibitors of human Pin1 | Pin1 FP peptide displacement, HiFluor488, 10 min | Potency, µM (titrated, usually from 115 µM), for the others: at the highest dose activity, negative = inhibition, hits mostly inhibitors | 390,000 compounds, 0.009% hits | AID 504891; active means well fitted inhibition curve with a large enough effect in the polarisation, with a control signal flat, not every such curve was filed as active; inconclusive means small, poorly fitted or top-dose-only effect, or effect the other way, or a change in a side signal; inactive means no such curve, though single readings can be large or run the other way; the % refers to the polarisation; further: on the % scale 0 is the no-effect control and ±100 the full control effect
Target sequence (Q13526 whole entry, looked up): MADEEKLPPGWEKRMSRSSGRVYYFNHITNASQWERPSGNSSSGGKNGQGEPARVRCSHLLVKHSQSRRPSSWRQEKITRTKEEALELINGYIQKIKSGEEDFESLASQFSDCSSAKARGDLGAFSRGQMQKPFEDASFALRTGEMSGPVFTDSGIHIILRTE
Tb PGK inh = T. brucei PGK inhibition; P07378; PGK/GAPDH coupled, Kinase-Glo luminescence, 60 min; Potency, µM (series often up to 57.5 µM), for inactives: top-dose activity change, negative = inhibition, hits mostly inhibitors; 380,000 compounds, 0.043% hits; AID 602233; further: on the % scale 0 is the no-effect control and ±100 the full control effect; nearly all actives have a fitted effect of over 60% in size
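Luminescent ATP detection (Kinase-Glo Plus) follows a 60-minute room-temperature incubation, with wells lacking PGK as controls. Buffer: 100 mM TEA (pH 7.6), 5 mM MgCl2, 0.01% Tween-20. Coupling enzyme GAPDH (100 nM final) supplies unstable 1,3-BPG in-well.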
BLM helicase inh = blocks DNA unwinding by human BLM helicase | P54132 | recombinant BLM DNA unwinding, fluorescence dequenching | Potency, µM (series often up to 56.1 µM), for the others: at the highest dose activity change, negative = inhibition, actives largely listed as inhibitors | 350,000 compounds, 0.2% hits | AID 2528;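 further: plate controls were vehicle for no effect and no enzyme for full effect; nearly all actives have a fitted effect of over 35% in size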
BAZ2B block = blocks human BAZ2B. AID 504333. 360,000 compounds, 4.4% hits. Q9UIF8. AlphaScreen BAZ2B-H3K14Ac peptide displacement. Potency, µM (top dose mostly 114 µM), for the others: top-dose activity change, negative = inhibition, actives largely listed as inhibitors; further: on the % scale 0 is the no-effect control and ±100 the full control effect; nearly all actives have a fitted effect of over 60% in size
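In this displacement format the biotinylated H3(5-23) peptide acetylated at Lys14 serves as ligand at 50 nM, with BAZ2B at 50 nM in PBS pH 7.4 containing 0.01% Tween-20. Donor and acceptor beads are 10 ug/mL final.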
G9a inh = G9a (human) methyltransferase inhibition. 350,000 compounds, 8.8% hits. Potency, µM (doses to about 102 µM), for the others: at the highest dose activity, negative = inhibition, actives largely listed as inhibitors. G9a H3K9 monomethylation, AlphaScreen, 2 h. Q96KQ7; further: on the % scale 0 is the no-effect control and ±100 the full control effect; nearly all actives have a fitted effect of over 75% in size
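Methyltransferase reactions run at room temperature for 2 h (20 nM enzyme, 500 nM biotin-H3K9 peptide, 20 uM SAM) after a 15 min compound preincubation; product detected by AlphaScreen beads and anti-H3K9me1 antibody.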
An asterisk follows results filed as active; i = inactive; ? = inconclusive; . = not tested or not shown; [ ] = remark or other dose. Unless noted, the call rests on the fitted dose curve; in most records, active means well fitted curve in the direction sought with a large enough effect; inconclusive means small, poorly fitted or top-dose-only effect, or another doubt; inactive means no such curve, though single readings can be large; an effect the other way counts as inactive or inconclusive. Potency means the concentration at half of the fitted maximal effect.

mol | Pol iota inh | JMJD2A Tudor | HP1b chromo inh | GLS inhibitor | Pin1 inh | Tb PGK inh | BLM helicase inh | BAZ2B block | G9a inh
COC(=O)C(C)(C)ONC(=O)Nc1ccccc1[N+](=O)[O-] | 2% | -15% | 35% | 8% | -2% | 0% | -6% | -6% | 9%
CCOc1ccc(NC(=O)c2oc3ccccc3c2NC(=O)Cc2cccs2)cc1 | 68%[activator] | -10% | 39% | -3% | 23% | 3% | -4% | -8% | -1%[59 µM]
CCc1ccc2oc(C(=O)Nc3nonc3C)c(C)c2c1 | -19% | -16% | 23% | -6% | -2% | -4% | 0% | -1% | 1%
COc1ccc(NC(=O)COc2ccccc2C)cc1S(=O)(=O)N1CCCCC1 | 28% | -27% | 17% | 3% | 1% | -3% | . | -4% | 50µM*
Cc1ccc(CNC(=O)CN(Cc2cccs2)C(=O)C2(C)CC(=O)N=C3C=CC=CN32)cc1 (stereo not given) | 21% | -7% | 23% | 17% | 0% | -2% | 2% | 9% | 57%[activator][59 µM]
N/C(COc1cccc(C(F)(F)F)c1)=N\NC(=O)c1cccnc1Oc1ccccc1 | 17% | 0% | 33% | 25% | -27% | -6% | -2% | 2% | 11%[59 µM]
CCc1nnc(SCc2nc(-c3ccc(OC)c(OC)c3)oc2C)c2cc3sc(C)cc3n12 | -8% | -16% | 12% | 5% | 0% | -10% | -5% | -12% | -28%[59 µM]
COc1ccc(C(C)C)cc1S(=O)(=O)NCCc1c(C)[nH]c2c(Cl)cccc12 | 25% | ? | -12% | 5% | ? | . | -20% | 28µM* | ?
COc1cccc(-c2nc(-c3ccc(-c4ccccc4)nc3OC)no2)c1 | 14% | -29% | 89%[activator] | -1% | 4% | -5% | -1% | 57%[activator] | 83%[activator][59 µM]
CCN1CCCC1CNC1=NCCCCC1 (stereo not given) | ? | 2% | 20% | 13% | 5% | -5% | 2% | 3% | 13%[59 µM]
Cc1cc(C(=O)N/N=C/c2ccc(-c3cccc([N+](=O)[O-])c3)o2)n[nH]1 | 51%[activator] | -17% | 33% | -5% | -1% | -9% | -3% | -18% | -8%
COc1ccc(Cl)cc1NC(=O)C1CCCN(S(=O)(=O)c2ccc3c(c2)CCCC(=O)N3)C1 (stereo not given) | 10% | -26% | 15% | -6% | -6% | 5% | -6% | 0%[57.1 µM] | -34%[59 µM]
Cc1ccc(Cn2c(=N)n(CC(=O)c3ccc([N+](=O)[O-])cc3)c3ccccc32)cc1 | 16% | -30% | 7% | -1% | 2% | -9% | -1% | -23% | 50µM*
CCC/C(C#Cc1ccc(N(C)C)cc1)=C1/c2ccccc2C(=O)N1c1ccccc1 | 18% | 8% | 68%[activator] | 18% | ? | -9% | . | . | .
CCOc1cc(N2CCOCC2)c(OCC)cc1NC(=O)Cc1ccccc1 | -14% | -31% | 3% | 4% | 0% | i | -6% | ? | .
CN(C)c1nc(SCc2ccccc2)nc(N2CCOCC2)n1 | 9% | 55%[activator] | 100%[activator] | -26% | -4% | 5% | -6% | 35%[activator] | .
O=S1(=O)c2ccccc2N=NN1Cc1ccc(Cl)cc1 | 0% | 79µM* | -18% | 2% | 2% | -6% | -16% | ? | 0.63µM*
O=[N+]([O-])c1ccc(-c2nc(NCC3CCCO3)c3ccccc3n2)cc1 (stereo not given) | ? | ? | -15% | -8% | 17% | i | -4% | -31% | ?
O=C(Nc1cc([N+](=O)[O-])ccc1O)NC1CCS(=O)(=O)C1 (stereo not given) | -19% | -2% | 19% | 21% | -1% | 2% | . | 10% | 16µM*
CC12c3ccccc3C(c3ccccc31)C1C(=O)N(c3cccnc3)C(=O)C12 (stereo not given) | 6% | -9% | 26% | -8% | 2% | -9% | 2% | 0% | -8%[59 µM]
COc1ccccc1NS(=O)(=O)c1cc(C(=O)NCc2cccnc2)ccc1C | 39%[activator] | ? | 10% | -5% | -3% | -1% | . | 7% | ?
O=C(NC1CCCCC1)c1ccccc1-c1ccccc1 | 175%[activator] | -7% | 8% | 2% | 18% | -3% | 1% | 4% | 25%
CC(C)NS(=O)(=O)c1ccc(NC(=O)C(C)OC(=O)CCCOc2ccccc2)cc1 (stereo not given) | 33%[activator] | -12% | 15% | -2% | -1% | 4% | . | -5% | -36%
Cc1cccc(CNC(=O)CSCc2cnn(-c3ccccc3)c2-n2cccc2)c1 | 8% | -5% | 9% | -8% | 14% | . | -13% | 1% | 7%[59 µM]
COc1ccc(NC(C)=O)cc1NS(=O)(=O)c1cn(C)c(=O)n(C)c1=O | 8% | -10% | 45%[activator] | 12% | 5% | 0% | -2% | 79µM* | -9%
COc1ccccc1C(=O)NCCn1cc(SCC(=O)NCC2CCCO2)c2ccccc21 (stereo not given) | 10% | -10% | 15% | 6% | 2% | -4% | -3% | -30% | 13%
COc1ccc(-c2n[nH]c(=S)n2N)c(OC)c1 | 12% | 7.1µM* | ? | -16% | -2% | 5% | -1% | . | 6.3µM*
CC1N(C(=O)N2CCOCC2)CCN1S(=O)(=O)c1ccc(Cl)cc1 (stereo not given) | 9% | -14% | -9% | -1% | -7% | -5% | -10% | -1% | 19%
COc1ccc(N2C(=O)CC(N3CCN(c4ccc(S(C)(=O)=O)cc4)CC3)C2=O)cc1 (stereo not given) | -9%[58.9 µM] | -18% | 12% | 1% | -4% | -2% | 0% | 1% | 32µM*
O=c1c2cc3ccccc3n2cnn1Cc1ccccc1F | 3% | 35% | 94%[activator] | 4% | 2% | 6% | -15% | 30% | -1%[59 µM]
O=C(NCc1ccncc1)C1=NN(c2ccccc2)C(=O)CC1 | 15% | -15% | 44%[activator] | 14% | 0% | i | -4% | -4% | 25µM*
O=C(COC(=O)C1=COCCO1)Nc1ccccc1OC(F)F | 70%[activator] | -14% | 1% | 1% | -2% | -1% | 2% | -4% | 3%
CC(C)OC(=O)c1sc2nc3c(cc2c1N)C(=O)CCC3 | 16% | -9% | 41%[activator] | 2% | 1% | 0% | -1% | -22% | -15%[12.7 µM]
C=CC[C@@H](CC(=O)NCCO)C(=O)N[C@H](C)COC(=O)[C@@H](CC=C)CC(=O)OC(C)(C)C | -1% | -4% | 20% | -3% | 5% | -2% | . | . | .
Cc1ccc(CN2CCN(c3ncccn3)CC2)c(C)c1 | -2% | 14µM* | ? | 13% | 0% | -2% | 0% | 50µM* | 10µM*
CCOC(=O)C1=C(COC(=O)c2cccnc2Cl)NC(=O)NC1C (stereo not given) | 5% | 9% | 62%[activator] | -4% | -12% | -3% | . | -5% | 11%
Cc1ccc(C)c(SCc2noc(C(=O)NC(C)C)c2C(=O)O)c1 | ? | -22% | 5% | 2% | -10% | i | 0% | ? | 10%[0.501 µM]
CCOC(=O)/C=c1\s/c(=C\c2ccccc2C)c(=O)n1CC(=O)NCc1ccc2c(c1)OCO2 | 20% | -14% | 25% | 0% | ? | 5% | -3% | -18% | -4%[59 µM]
Cc1ccc(C)c2sc(NC(=O)c3nc4ccccc4s3)nc12 | 36%[activator] | -19% | 29% | 1% | -1% | -4% | 0% | 1% | -9%
CCN1CCN(C(=O)c2ccc(Cl)c(S(=O)(=O)N3CCCCCC3)c2)CC1 | 108%[activator] | 3% | 28% | -10% | 3% | 2% | -5% | 3% | ?
Cc1ccc(N(CC(=O)O)S(=O)(=O)c2cccc3nonc23)cc1 | -3% | -17% | 27% | -6% | -5% | -4% | -1% | -10% | -3%
CCC(=O)Nc1ccc(Cl)c(NC(=S)NC(=O)COc2ccc(Cl)cc2)c1 | 13% | -13% | 29% | 5% | 2% | -3% | 0% | 4% | 21%[59 µM]
CC1(c2ccc(C#N)cc2)NC(=O)N(CC(=O)Nc2cc(S(=O)(=O)N3CCOCC3)ccc2Cl)C1=O (stereo not given) | 21% | -17% | 14% | -6% | 20% | -9% | -14% | -18% | -13%
Cc1cc(C)c2c(c1)cc(C)c1nnc(SCC(=O)Nc3cc(C)on3)n12 | 16% | -15% | 23% | 3% | -5% | 6% | 0% | 9% | -3%[59 µM]
Cc1ccc(S(=O)(=O)N2[C@@H](c3ccc(C(C)(C)C)cc3)C(C(=O)O)=CC[C@H]2c2cccc(Cl)c2)cc1 | ? | ? | 16% | -13% | . | -11% | . | . | .

2 consecutive records already listed, quoted:
mol | Pol iota inh | JMJD2A Tudor | HP1b chromo inh | GLS inhibitor | Pin1 inh | Tb PGK inh | BLM helicase inh | BAZ2B block | G9a inh
Cc1ccc(N(CC(=O)O)S(=O)(=O)c2cccc3nonc23)cc1 | -3% | -17% | 27% | -6% | -5% | -4% | -1% | -10% | -3%
CCC(=O)Nc1ccc(Cl)c(NC(=S)NC(=O)COc2ccc(Cl)cc2)c1 | 13% | -13% | 29% | 5% | 2% | -3% | 0% | 4% | 21%[59 µM]

Further structures:
mol | Pol iota inh | JMJD2A Tudor | HP1b chromo inh | GLS inhibitor | Pin1 inh | Tb PGK inh | BLM helicase inh | BAZ2B block | G9a inh
CSc1ccc(CN2CCC(Oc3cccc(C(=O)N4CCCC4)c3)CC2)cc1 | -9% | -25% | 7% | -10% | -4% | -2% | -1% | -27% | -6%[12.7 µM]
Nc1ccc(-n2nc3ccccc3n2)cc1 | 0% | 41%[activator] | 99%[activator] | 0% | 1% | -3% | . | . | .
CC(C)(C)C1=CC(=O)C(=O)C(C(C)(C)C)=C1 | 6% | 18µM* | ? | 5.6µM* | -3% | . | -6% | 28µM* | 1.6µM*
CCN(CC)CCN1C(=O)C2C3c4ccccc4C(c4ccccc43)C2C1=O (stereo not given) | 3% | 12%[11.4 µM] | -10% | -1% | -2% | -1% | 0% | -1% | -20%[12.7 µM]
Cc1n[nH]c(C)c1C(=O)CC1(O)C(=O)N(Cc2ccccc2)c2ccc(Br)cc21 (stereo not given) | 2% | -27% | 6% | -1% | 0% | -9% | -4% | -24% | 12%
CCN(CC)CCCn1c(=S)[nH]c2ccc(Cl)cc2c1=O | 29% | ? | 22% | 11% | -2% | -3% | 4% | -6% | ?

An excerpt. The share of hits here may be higher or lower than overall.
